Screening results deposited in PubChem BioAssay by several laboratories.
NPY Y1 blocker: NPY-Y1 receptor antagonists, primary screen, cell-based; Neuropeptide Y receptor type 1 (Homo sapiens), P25929; AID 1040, 2008; HEK293-CNG Y1 cells, membrane potential fluorescence; NPY at EC95, then isoproterenol; inhibition, % at 3.6 µM; hit rate 1% among 200,000;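 active = inhibition above the campaign mean inhibition of all tested compounds plus 3 SD, cut at about 20% in these data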;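 also: 0% = DMSO wells given NPY plus isoproterenol and 100% = isoproterenol alone without NPY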
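Material: HEK293 cells with Y1 receptor plus CNG channel; times: compound incubation 1 h at room temperature, readout 45 min post-stimulation; signal: fluorescence, membrane potential probe; read-out basis: fluorescence ratio normalized to % inhibition between controls; benchmarks: full-block control isoproterenol-only wells, zero-block control NPY plus isoproterenol wells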
BaF3 parental: parental Ba/F3 cell viability inhibition, counter-screen for JAK2V617F inhibitor project, murine pro-B, CellTiter-Glo luminescence. AID 1486, 2009. hit rate 1.1% among 220,000. inhibition, % at 5.6 µM. CellTiter-Glo ATP luminescence;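 active = inhibition above a per-campaign cutoff, the mean inhibition of all tested compounds plus 3 SD, cut at about 27% in these data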;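 also: 0% = DMSO wells and 100% = JAK Inhibitor I control wells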
S1P4 antagonist: S1P4 receptor antagonists, primary screen, cell-based; Sphingosine 1-phosphate receptor 4 (Homo sapiens), O95977; S1P4-expressing cells, antagonist mode, reporter read-out; inhibition, % at 4.98 µM; hit rate 0.26% among 220,000; AID 1510, 2009; in the data active = inhibition above about 29%;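 also: 0% = wells stimulated with agonist and 100% = vehicle wells without agonist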
Target sequence (O95977 whole entry, looked up): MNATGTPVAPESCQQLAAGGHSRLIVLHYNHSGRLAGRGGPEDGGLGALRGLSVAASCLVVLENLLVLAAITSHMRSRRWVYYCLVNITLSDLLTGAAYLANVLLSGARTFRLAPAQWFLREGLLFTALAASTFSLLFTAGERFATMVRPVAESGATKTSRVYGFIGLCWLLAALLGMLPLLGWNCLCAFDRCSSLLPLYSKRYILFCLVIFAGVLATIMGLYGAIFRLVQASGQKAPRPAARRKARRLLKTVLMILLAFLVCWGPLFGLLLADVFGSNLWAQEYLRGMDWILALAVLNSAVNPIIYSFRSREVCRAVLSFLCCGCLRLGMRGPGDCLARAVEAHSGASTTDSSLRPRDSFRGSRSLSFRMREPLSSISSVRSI
Ba/F3 V617F tox: reduced viability of JAK2V617F-dependent Ba/F3 cells, primary screen, JAK2V617F inhibitor project, cell-based, Ba/F3 EpoR-JAK2V617F, luminescence | ATP luminescence | inhibition, % at 5.6 µM | hit rate 1.1% among 220,000;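 active = inhibition above the campaign mean plus 3 SD over all tested compounds, cut at about 24% in these data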;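 also: cytokine-independent growth of Ba/F3 cells driven by EpoR plus mutant JAK2; 0% = DMSO-treated cells and 100% = JAK inhibitor I control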
NPY1 pot ag: NPY-Y1 receptor potentiators or agonists, primary screen, cell-based; Neuropeptide Y receptor type 1 (Homo sapiens), P25929; NPY-Y1 expressing cells, potentiator/agonist activation; activation, % at 3.6 µM; hit rate 0.37% among 220,000; AID 1304, 2008; in the data active = activation above about 33%, passing the limit was not always enough;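 also: cells stimulated with NPY at EC10 then isoproterenol at EC100; 0% = low agonist plus stimulus and 100% = saturating agonist plus stimulus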
S1P4 agonist: S1P4 receptor agonists, primary screen, cell-based. Sphingosine 1-phosphate receptor 4 (Homo sapiens), O95977. S1P4-expressing cell line, agonist reporter assay. activation, % at 4.98 µM. hit rate 0.35% among 220,000. AID 1509, 2009; in the data active = activation above about 11%;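 also: 0% = DMSO vehicle and 100% = reference agonist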
Runt-CBFb FRET: inhibitors of RUNX1 Runt–CBFb binding, primary screen, biochemical, FRET, Cerulean-Runt, Venus-CBFb, uHTS | inhibition, % at 20 µM | hit rate 0.46% among 220,000 | Runt-related transcription factor 1 (Homo sapiens) + Core-binding factor subunit beta … | Cerulean-Runt/Venus-CBFb FRET ratio 530/480, 1 h;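 active = inhibition over about 50% at 20 µM in the single-dose screen, limit read from the data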;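 also: 0% = DMSO wells and 100% = excess unlabeled CBFb competitor control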
Target sequence (Q01196 whole entry, looked up): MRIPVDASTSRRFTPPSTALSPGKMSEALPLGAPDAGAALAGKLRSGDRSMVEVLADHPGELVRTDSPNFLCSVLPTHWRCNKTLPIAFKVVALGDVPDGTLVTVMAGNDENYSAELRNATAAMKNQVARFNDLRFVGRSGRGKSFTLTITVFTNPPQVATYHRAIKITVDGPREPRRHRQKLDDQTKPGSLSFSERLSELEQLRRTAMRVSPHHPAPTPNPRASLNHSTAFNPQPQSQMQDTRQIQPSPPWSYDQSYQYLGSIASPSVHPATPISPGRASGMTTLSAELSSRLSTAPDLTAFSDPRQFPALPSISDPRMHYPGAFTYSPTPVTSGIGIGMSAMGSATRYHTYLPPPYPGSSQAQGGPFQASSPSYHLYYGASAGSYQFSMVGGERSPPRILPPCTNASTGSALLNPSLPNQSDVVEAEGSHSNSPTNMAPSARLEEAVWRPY
Target sequence (Q13951 whole entry, looked up): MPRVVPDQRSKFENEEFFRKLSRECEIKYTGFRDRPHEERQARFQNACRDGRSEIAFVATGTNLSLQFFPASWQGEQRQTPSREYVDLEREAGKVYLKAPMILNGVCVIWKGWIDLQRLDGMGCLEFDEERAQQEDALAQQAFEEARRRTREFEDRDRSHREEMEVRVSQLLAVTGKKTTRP
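Assay system: Cerulean-Runt domain fusion protein, energy donor; Signal: fluorescence energy transfer, 422 nm excitation, 530/480 nm emission; Timing: 1 h compound exposure, room temperature; Control set: unlabeled CBFb; Medium: Tris buffer pH 7.5 with salts and BSA; Compound: single test concentration of 20 µM, 1% DMSO final; Probe or stimulus: Venus-CBFb 100 nM.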
RBBP9 inh: human RBBP9 inhibitors, primary screen, biochemical, fluorescence polarization, FP-Rh probe, HTS; Serine hydrolase RBBP9 (Homo sapiens), O75884; recombinant RBBP9; inhibition, % at 7.94 µM; hit rate 0.2% among 220,000; AID 1515, 2009;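 active = inhibition above the campaign mean of all tested compounds plus 3 SD, cut at about 14% in these data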;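 also: plate controls were DMSO wells with RBBP9 for no effect and wells lacking RBBP9 protein for full effect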
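Controls: DMSO-treated enzyme wells and wells lacking RBBP9 | Material: RBBP9 protein | Technique: Fluorescence polarization | Replication: Single well per compound, no replicates | Buffer or medium: Tris-NaCl-Pluronic buffer, pH 8.0 | Timing: 30 min compound preincubation, 45 min probe labeling, 25 °C | Read-out basis: Percent inhibition from mP, scaled between DMSO and no-protein wells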
NPY-Y2 PAM-ag: NPY-Y2 potentiators or agonists, primary screen, cell-based; Neuropeptide Y receptor type 2 (Homo sapiens), P49146; cells expressing NPY-Y2, potentiator/agonist read-out; activation, % at 3.6 µM; hit rate 0.45% among 220,000; AID 1359, 2008; in the data active = activation above about 27%;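 also: cells stimulated with NPY near EC25 plus isoproterenol at EC100; 0% = vehicle plus submaximal agonist and 100% = vehicle plus saturating agonist; some results beyond the cut were filed as inactive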
* marks the source's active call; other numbers are inactive results; · = no result given. Compounds were not picked by outcome. About 3.6% of those tested had a hit in this group.

Order of results – NPY Y1 blocker	BaF3 parental	S1P4 antagonist	Ba/F3 V617F tox	NPY1 pot ag	S1P4 agonist	Runt-CBFb FRET	RBBP9 inh	NPY-Y2 PAM-ag
1: O=C(CCn1cccc1)Nc1cccc(F)c1
→ 12	-1	2	-5	-2	-1.6	-1	4	2
2: NNC(=O)CCc1ccc(S(=O)(=O)N2CCOCC2)cc1
→ 0	3	9	-1	8	0.4	-1	2	5
3: Cc1c2cnn(CC(=O)Nc3cccc(C(F)(F)F)c3)c(=O)c2c(C)n1Cc1ccccc1F
→ 5	5	-12	-6	3	0.8	0	3	10
4: COc1ccccc1NC(=O)/C(C#N)=C/c1cc([N+](=O)[O-])ccc1N1CCCC1
→ 11	4	-21	7	0	-1.5	-73	-5	4
5: Cc1ccc(Nc2cc(-n3cccn3)ncn2)c(C)c1
→ 2	5	-5	0	18	1.2	-1	-5	9
6: CCOc1ccccc1C(=O)Nc1ccccc1-c1ccccc1
→ 18	6	-7	6	-44	1.8	-1	-11	-13
7: Nc1cccc(Nc2ccccc2)c1
→ -14	5	18	0	8	-1.0	14	-7	-8
8: COc1cc(OC)c(OC)cc1CN1CCc2ccccc2C1
→ 7	3	2	-3	3	-3.1	1	0	-7
9: COCc1cc(C)nc2sc3c(=O)oc(C)nc3c12
→ -2	3	7	5	2	-0.2	1	-4	-8
10: Cc1nnc(SCC(N)=O)n1CC1CCCO1 (configuration not stated)
→ -6	8	1	-2	11	1.3	2	-5	-2
11: COc1cc(CNc2ccccc2SC)ccc1O
→ -3	4	-4	-2	4	0.0	2	3	7
12: Cc1ccc(CSc2nc3ccccc3c(=O)n2CCCC(=O)NCc2ccco2)cc1
→ 1	7	-17	1	12	-1.9	-6	-11	-16
13: C#CCN(C(=O)CC1C(=O)NCCN1C/C=C/c1ccccc1)C1CCCCC1 (configuration not stated)
→ -2	1	10	-4	-6	-0.3	0	-8	5
14: CC1CCN(c2ncnc3nc[nH]c23)CC1
→ 0	3	6	-1	15	-1.2	-1	3	1
15: COC(=O)c1ccc(C)c(NC(=O)CCSc2ccc(Cl)cc2)c1
→ -2	-1	-1	-3	-13	0.8	0	-2	-19
16: CC(NC(=O)COC(=O)c1cc(Cl)nc(Cl)c1)c1ccccc1 (configuration not stated)
→ -2	4	-12	0	1	-0.8	-1	5	0
17: O=C(CN1C(=O)NC2(CCCCC2)C1=O)Nc1ccc(F)cc1
→ -4	2	1	-1	3	0.7	34	-1	16
18: O=C(c1cccs1)N1CCOCC1
→ -1	9	2	-2	3	-1.6	7	-6	-8
19: O=C(N/N=C(\Cc1ncc[nH]1)c1ccccc1)c1ccccc1
→ 1	4	4	-2	1	0.6	-1	-3	2
20: O=C(NCc1ccco1)c1cccc2ccccc12
→ -3	4	-9	-3	-2	-1.0	0	-8	12
21: Cc1cc(Cl)ccc1OCC(=O)NCc1ccncc1
→ 2	-2	-4	-4	6	-0.7	·	-3	0
22: Clc1cccc2sc(N3CCN(c4ccccc4)CC3)nc12
→ 2	1	-28	-2	-7	1.3	-1	-12	-2
23: Nc1cc(=O)[nH]c(=O)n1-c1ccc(Cl)cc1
→ ·	-4	3	-2	-5	0.5	0	4	18
24: CNC(=O)CN(c1cc(OCCOC)c(Cl)cc1Cl)S(=O)(=O)c1ccccc1
→ -4	-3	-28	-3	29	2.0	0	-3	9
25: Cc1nc([N+](=O)[O-])c(Sc2nc3ccccc3n2C)n1Cc1ccccc1
→ 1	-2	-6	28*	-11	1.4	14	-7	-13
26: O=C(O)CSCC(=O)Nc1ccc(C(F)(F)F)cc1
→ 5	0	-13	-1	4	1.6	1	-2	8
27: COc1cc([N+](=O)[O-])cc(/C=N/NC(=O)CSc2nnc(-c3ccccc3)n2C)c1O
→ ·	-5	-4	-2	15	0.6	-2	1	5
28: O=C(Cn1ncc(N2CCCC2)c(Cl)c1=O)c1ccc(Cl)cc1
→ 5	1	-18	-1	14	1.1	0	-6	2
29: CCOC(=O)C1(C)NC(c2ccc(OC)cc2OC)C2C(=O)N(c3cccc(OC)c3)C(=O)C21 (configuration not stated)
→ 7	-1	-15	-2	-3	-1.9	-1	-1	11
30: CCOC(=O)N1CCC(NC(=O)c2cc(C(=O)NC3CCCC3)ccc2CO)CC1
→ 3	0	-12	0	11	4.3	-1	6	10
31: O=C(NC(=S)Nc1cccc([N+](=O)[O-])c1)c1ccccc1
→ ·	3	9	1	11	0.9	6	-7	18
32: O=Cc1c[nH]c2ccc(S(=O)(=O)N3CCOCC3)cc12
→ -2	5	14	1	3	0.5	-1	-4	21
33: COC(=O)C1C2C=CC(C3CC23)C1C(=O)OCC(=O)c1ccc(OC)cc1 (configuration not stated)
→ 2	6	8	3	6	-0.9	0	1	-5
34: CCCCCCc1nnc(NC(=O)OCC)s1
→ 1	-2	-13	-4	-5	-1.6	-2	-9	14
35: CCOC(=O)C1=C(C)Nc2[nH]c(=O)[nH]c(=O)c2C1c1cccs1 (configuration not stated)
→ -2	6	3	1	-49	0.9	-1	1	0
36: COC(=O)c1ccccc1OCC(=O)N1CCN(c2ccc(F)cc2)CC1
→ 0	8	2	4	9	1.4	-2	-9	-9
37: CCCC(=O)c1ccc(N2CCN(C(=O)c3ccccc3Br)CC2)c(F)c1
→ -19	8	2	-1	34*	-1.1	-2	-9	8
38: CC(C(=O)Nc1cc([N+](=O)[O-])ccc1Cl)N1CCN(c2ccc(O)cc2)CC1 (configuration not stated)
→ 6	9	-5	3	-14	0.1	11	3	-9
39: CC(=O)c1ccc(NC(=S)N2CCCC(CO)C2)cc1 (configuration not stated)
→ -3	7	-17	1	14	0.1	0	-6	7
40: CCOC(=O)COn1c(=O)c(=O)n(O)c2ccccc21
→ -2	-1	-24	-3	0	1.4	0	1	-3

An excerpt of these results, as labelled records.
(15) COC(=O)c1ccc(C)c(NC(=O)CCSc2ccc(Cl)cc2)c1
  NPY Y1 blocker: -2	BaF3 parental: -1	S1P4 antagonist: -1	Ba/F3 V617F tox: -3	NPY1 pot ag: -13	S1P4 agonist: 0.8	Runt-CBFb FRET: 0	RBBP9 inh: -2	NPY-Y2 PAM-ag: -19
(4) COc1ccccc1NC(=O)/C(C#N)=C/c1cc([N+](=O)[O-])ccc1N1CCCC1
  NPY Y1 blocker: 11	BaF3 parental: 4	S1P4 antagonist: -21	Ba/F3 V617F tox: 7	NPY1 pot ag: 0	S1P4 agonist: -1.5	Runt-CBFb FRET: -73	RBBP9 inh: -5	NPY-Y2 PAM-ag: 4
(40) CCOC(=O)COn1c(=O)c(=O)n(O)c2ccccc21
  NPY Y1 blocker: -2	BaF3 parental: -1	S1P4 antagonist: -24	Ba/F3 V617F tox: -3	NPY1 pot ag: 0	S1P4 agonist: 1.4	Runt-CBFb FRET: 0	RBBP9 inh: 1	NPY-Y2 PAM-ag: -3

(cont.)
Order of results – NPY Y1 blocker	BaF3 parental	S1P4 antagonist	Ba/F3 V617F tox	NPY1 pot ag	S1P4 agonist	Runt-CBFb FRET	RBBP9 inh	NPY-Y2 PAM-ag
41: O=C(COc1ccc(Cl)cc1)NCCc1ccccn1
→ 2	5	-6	2	-20	-0.3	-2	2	-1
42: CCC(=O)N(C1=C(NC)C(=O)c2ccccc2C1=O)C(C)C
→ 3	102*	1	100*	-1	-0.2	-4	-2	-6
43: CC(=O)c1c(C)[nH]c(C2=NNC(=NC(C)(C)C)SC2)c1C
→ -4	3	-4	-3	23	-0.3	17	4	12
44: CCCOP(=O)(c1ccc(N(C)C)cc1)C(Nc1ccccc1)c1ccc(C)cc1 (configuration not stated)
→ ·	-3	8	4	19	-0.5	-8	1	-10
45: O=C(N/N=C1\CC2CC=CC12)c1ccc(Br)cc1 (configuration not stated)
→ -1	5	-13	-1	-2	1.0	1	-6	-17
46: CCOc1ccccc1OCC(=O)N/N=C(\C)Cc1ccc(OC)cc1
→ 12	73*	-8	72*	-12	1.4	0	-1	-3
47: O=c1oc(-c2cccc(S(=O)(=O)N3CCOCC3)c2)nc2ccccc12
→ 0	4	-32	5	9	1.9	-2	-2	7
48: COc1cc(OC)c(C(=O)Nc2ccc(N(C)C)cc2)cc1OC
→ 1	6	0	0	-31	0.3	12	-5	-27
49: COc1ccc(C(=O)Nn2c(SCc3ccc([N+](=O)[O-])cc3)nc3ccccc3c2=O)cc1
→ 14	8	-13	1	-1	1.5	0	-22	-20
50: COc1ccc(S(=O)(=O)/N=C2/NC(=O)/C(=C\c3ccco3)S2)cc1
→ 1	3	1	-3	-10	0.0	14	-5	-12
51: Cc1oc(-c2ccccc2F)nc1CS(=O)(=O)CC(=O)NC1CCCC1
→ -2	6	-7	4	-7	0.5	-1	-6	-5
52: COc1ccc(C(C)NC(=O)c2ccc(Br)cc2)cc1OC (configuration not stated)
→ 5	1	-6	-5	-14	0.7	1	-2	-5
53: N#CC1=C(Nc2ccccc2)SC=C(c2ccccc2)N=C1N1CCOCC1
→ 1	3	7	-3	-3	-0.5	2	6	-1
54: Cc1ccc(CNC(=O)C2CC(c3cccc([N+](=O)[O-])c3)=NO2)o1 (configuration not stated)
→ 0	5	6	1	-7	-0.7	0	-6	-13
55: COC(=O)C1=C(N)Oc2cc(C)n(CC3CCCO3)c(=O)c2C1c1ccccc1OC (configuration not stated)
→ -4	4	13	0	4	-0.6	2	0	-8
